Screening data deposited in PubChem BioAssay by National Center for Advancing Translational Sciences (NCATS).
A549 tox = Nrf2 qHTS screen for inhibitors: counterscreen for cytotoxicity; A549 ARE-Fluc cells, CellTiter-Fluor viability, 18-24 h; Potency, µM (highest dose often 46 µM), inactives show top-dose activity change, negative = cytotoxicity, actives largely listed as inhibitors; 390,000 tested, 0.16% active; AID 504648, 2011; also: potency is read from the fitted curve at half-maximal effect; % is scaled to controls: 0 for no effect and ±100 for the full control effect
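Cytotoxicity counterscreen: CellTiter-Fluor fluorescence was measured in A549 ARE_Fluc cells after 18-24 h of compound exposure in a concentration series. The subsequent BugLite luminescent read reports ARE-luciferase activity.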
ATXN2 expr inh = Primary qHTS for Inhibitors of ATXN expression; HEK-293 ATXN2-luciferase reporter, luminescence, 24 h; Potency, µM (doses to about 57 µM), for inactives: top-dose activity change, negative = inhibition, actives largely listed as inhibitors; 360,000 tested, 0.72% active; AID 1745845, 2022; also: potency is read from the fitted curve at half-maximal effect; % is scaled to controls: 0 for no effect and ±100 for the full control effect; nearly all actives have a fitted effect of over 55% in size
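qHTS (up to 57 uM final) was run with 24 h compound exposure of reporter cells at 37 °C. Each well was multiplexed: SteadyGlo luminescence measured ATXN2-luciferase expression after a fluorogenic Gly-Phe-AFC viability readout (25 uM final).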
Nrf2 block = Nrf2 qHTS screen for inhibitors | A549 ARE-Fluc reporter, luciferase luminescence, 18-24 h | AID 504444, 2011 | 360,000 tested, 2.1% active | Potency, µM (series often up to 46 µM), for inactives: at the top dose activity change, negative = inhibition, hits mostly inhibitors; also: potency is read from the fitted curve at half-maximal effect; % is scaled to controls: 0 for no effect and ±100 for the full control effect; nearly all actives have a fitted effect of over 60% in size
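Nrf2 activity is the BugLite luminescence, read 15 min after reagent at room temperature, following CellTiter-Fluor cytotoxicity readout (30 min, 37C). Compound titrations were applied for 18-24 h to 5000 A549 ARE_Fluc cells/well in 5% FBS OPTI-MEM.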
MCF10A rerep = A quantitative high throughput screen for small molecules that induce DNA re-replication in MCF 10a normal breast cells; MCF 10A DNA re-replication, Hoechst nuclear intensity, 48 h; Potency, µM (doses to about 46.1 µM), inactives show at the top dose activity, positive = re-replication, hits mostly activators; 350,000 tested, 2.9% active; also: potency is read from the fitted curve at half-maximal effect; % of control where 0% means no effect; nearly all actives have a fitted effect of over 50% in size
HepG2 viability = qHTS for Inhibitors of TGF-b: Cytotox Counterscreen | HepG2 CAGA-GFP viability, ATP luminescence, 18 h | Potency, µM (titrated, usually from 46.1 µM), without a hit: at the highest dose activity change, negative = cytotoxicity, most hits filed as cytotoxic | 410,000 tested, 0.76% active; also: potency is read from the fitted curve at half-maximal effect; some results filed as inactive show a strong effect at the top dose
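CellTiter-Glo luminescence gave cytotoxicity after 18 hours at 37 degrees C. The cells were HepG2 CAGA-GFP in 1% FBS DMEM, stimulated with 500 pg/mL TGF-beta after compound addition. %Activity was normalised to no-cell wells (complete cell-killing) and DMSO (no toxicity), and curves were fitted and classified.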
IL-1B inflam inh = qHTS for Inhibitors of Inflammasome Signaling: IL-1-beta AlphaLISA Primary Screen | THP-1 LPS/ATP IL-1B secretion, AlphaLISA, 16 h; active compounds read low | activity change, % at 57.5 µM | 360,000 tested, 4.7% active | AID 743279, 2014; in the data active = activity change below about -50%; inconclusive = mostly about -30% to -49%; also: % is scaled to controls: 0 for no effect and ±100 for the full control effect
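THP-1 cells pretreated 1 hr with compounds (up to 57.5 uM final), then stimulated with LPS (250 ng/mL final) plus ATP (1.25 mM final); secreted IL-1B measured by AlphaLISA after 16 hr, decreased signal indicating inhibition.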
TGFb inhibitor = qHTS for Inhibitors of TGF-b; AID 588855, 2011; Potency, µM (titrated, usually from 46.1 µM), for the others: at the top dose activity, negative = inhibition, hits mostly inhibitors; 410,000 tested, 1.2% active; HepG2 CAGA-GFP TGF-b/SMAD3 reporter, GFP fluorescence, 18 h; TGF-beta stimulated, 500 pg/mL final; also: potency is read from the fitted curve at half-maximal effect; % is scaled to controls: 0 for no effect and ±100 for the full control effect; nearly all actives have a fitted effect of over 65% in size
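HEPG2 CAGA-GFP cells (1000/well, DMEM with 1% FBS) were pre-incubated 2 h at 37 degrees C, given compound by pin tool, then stimulated with TGF-beta at 500 pg/mL final for 18 h before per-cell GFP fluorescence imaging.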
S2 tox = Viability Counterscreen for Primary qHTS for Inhibitors of ATXN expression; Potency, µM (top dose mostly 56.7 µM), most hits filed as cytotoxic; 400,000 tested, 0.49% active; S2 cells (HEK-293 line with an ATXN2-luciferase reporter) viability, CellTiter-Fluor protease fluorescence, 24 h; also: potency is read from the fitted curve at half-maximal effect; nearly all actives have a fitted effect of over 40% in size
Nrf2 activator = qHTS of Nrf2 Activators; Potency, µM (series often up to 46.1 µM), inactives show top-dose activation, actives largely listed as activators; AREc32 ARE-luciferase reporter (MCF7-derived line), luminescence, 24 h; 410,000 tested, 0.31% active; also: potency is read from the fitted curve at half-maximal effect; % of control where 0% means no effect; nearly all actives have a fitted effect of over 65% in size
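AREc32 cells carrying an ARE-driven firefly luciferase reporter were seeded at 1000 cells/well in OPTI-MEM with 5% FBS, then exposed to compound for 24 hr at 37 deg C. Luminescence was read with Steady-Glo after 30 min at RT.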
Active calls of the source: *; i = inactive; u = inconclusive; x = no result given; [ ] = dose if it differs, or a comment. Unless noted, calls follow the shape of the dose curve; as a rule, active = well fitted curve in the direction sought with a large enough effect; inconclusive = small, poorly fitted or top-dose-only effect, or another doubt; inactive = no such curve, though single readings can be large; an effect the other way counts as inactive or inconclusive.

mol	A549 tox	ATXN2 expr inh	Nrf2 block	MCF10A rerep	HepG2 viability	IL-1B inflam inh	TGFb inhibitor	S2 tox	Nrf2 activator
COc1ccc(C2=NO[C@H]3C[C@](C(=O)NC(C)C)(S(=O)(=O)c4ccccc4)C[C@@H]23)cc1	-9.0%	9.2%	-4.5%	-18.1%	-1.2%	14.2	0.4%	i	0.1%
NC(=S)NN=Cc1ccc(-c2ccc(S(=O)(=O)Nc3ncccn3)cc2)o1	-9.8%	-2.5%	12.1%	-5.6%	-0.1%	18.9	-7.7%	i	0.3%
NC(=O)Cc1c[nH]c2cccc(O)c12	-11.0%	-1.1%	-8.4%	5.2%	-17.1%	u	-12.6%	i	-0.5%
COC(CNC(=O)CCc1c(C)nc2c(-c3ccc(F)cc3)c(C)nn2c1C)OC	-3.4%	-8.5%	-4.9%	1.1%	-39.7%	-2.1	2.4%	i	0.0%
CCCCSCCCNC(=O)Nc1ccc(C)c(C)c1	-9.6%	-21.7%	u	-2.1%	-2.1%	-28.2	-0.6%	i	-0.4%
COc1ccc(C(=O)NNC(=O)c2ccncc2)cc1[N+](=O)[O-]	-0.5%	-0.4%	-10.4%	3.5%	-13.3%	8.8	-1.8%	i	-0.7%
COc1ccc(N(CC(=O)Nc2cccc(SC)c2)S(C)(=O)=O)cc1	-7.1%	35.2%	u	-5.6%	-0.9%	-2.4	-2.5%	i	5.5%
CCCCn1c(Cn2nc(C(=O)O)c3ccccc3c2=O)nc2cc(S(N)(=O)=O)ccc21	-3.5%	0.1%	-7.9%	8.8%	3.1%	22.9	-1.2%	i	-0.4%
Cc1ccc(C)n1-c1ccc(C(=O)NN)cc1	3.0%	0.9%	1.9%	-8.4%	0.8%	1.2	-3.4%	i	0.0%
CCc1ccccc1NC(=O)CCN1C(=O)C2CC=CCC2C1=O (stereo unspecified)	0.5%	3.5%	-2.8%	-4.4%	-7.7%	-3.5	0.6%	i	-1.2%
COc1ccc(C(=O)N/C(=C\c2ccco2)C(=O)OCc2ccco2)cc1	-2.6%	22.5%	u	1.2%	2.1%	6.1	17.9%	i	16.5%
O=C(CS(=O)(=O)c1ccc(Cl)cc1)N1CCN(c2ccccc2)CC1	x	x	x	x	-37.4%	-19.7	u	i	-0.2%
Cc1cc(C)n(CCCNC(=O)C(C)(C)Oc2ccc(Cl)cc2)n1	12.4%	-23.4%	-0.9%	1.1%	-9.8%	0.0	1.2%	i	-0.5%
COc1cccc(CNC(=O)Cn2nc3c(cc2=O)CCCC3)c1OC	2.0%	x	x	x	-10.6%	x	-5.6%	x	-1.0%
CCOC(=O)N1CCN(CC(O)COCC2=CCC3CC2C3(C)C)CC1 (stereo unspecified)	7.3%	-30.9%	x	8.3%	-17.1%	-0.8	-3.1%	u	0.2%
CC(=O)NCCc1ccc(S(=O)(=O)Nc2ccc3c(c2)OCCO3)cc1	-16.1%	8.4%	u	0.6%	-2.2%	40.3	3.6%	i	3.1%
CCOc1ccc(-n2c(Cc3ccccc3)nnc2SCc2nc(-c3ccccc3OC)no2)cc1	u	0.0%	u	x	-17.4%	x	u	u	3.7%
Cc1cc(C)cc(-n2c(C)cc(/C=N/NC(=O)c3ccncc3)c2C)c1	7.2%	1.3%	6.7%	-27.9%	-17.2%	1.5	2.6%	i	3.8%
O=C(O)Cc1ccc(NC(=O)c2cnccn2)cc1	-4.8%	1.5%	-12.6%	-26.8%	-1.9%	6.6	-0.5%	u	-0.3%
Cc1ccc(C(=O)Nc2ccc(CC(=O)O)cc2)o1	-18.9%	-18.8%	u	-0.3%	-0.8%	u	9.7%	i	-0.8%

(listing goes on)
mol	A549 tox	ATXN2 expr inh	Nrf2 block	MCF10A rerep	HepG2 viability	IL-1B inflam inh	TGFb inhibitor	S2 tox	Nrf2 activator
O=C(c1cc(Cl)ccc1Cl)N1CCN(Cc2ccccc2)CC1	-3.9%	x	9.6%	-0.5%	-27.9%	2.8	-21.5%	u	-0.7%
Cc1cc(C(=O)CCC(=O)N2CCN(c3ccccc3F)CC2)c(C)s1	-4.5%	-8.5%	-31.9%	-7.3%	-16.9%	-8.2	0.1%	i	0.4%
O=C(O)c1ccc(-n2cccn2)c([N+](=O)[O-])c1	-2.4%	1.4%	-2.6%	-2.6%	-5.8%	-2.2	14.6%	i	-0.2%
OC(COCc1ccc(Cl)cc1)CN1CCCCC1 (stereo unspecified)	-1.3%	x	-14.6%	2.1%	-2.0%	-2.8	-0.7%	i	-0.9%
O=C(c1cc(-c2ccc(Cl)cc2)nc2ccccc12)N1CCC1	-0.3%	-5.4%	7.0%	1.4%	0.0%	-7.0	-10.7%	i	3.9%
CC1(C)Cc2c(C#N)c(SCC(=O)O)nc(N3CCOCC3)c2CO1	0.2%	5.3%	1.5%	-2.8%	-48.6%	-2.2	0.0%	i	0.1%
Cc1ccn2c(NCc3ccccc3)c(-c3cccs3)nc2c1	-18.6%	-2.3%	4.3%	u	-37.5%	0.0	-9.7%	x	3.1%
CCCNC(=O)CN1CCC(c2nc3ccccc3[nH]2)CC1	-5.4%	x	u	u	12.3%	1.3	8.0%	i	-0.6%
CC1(C)COC2(OC1)C(=O)N(CN1CCOCC1)c1ccccc12	-4.8%	-0.6%[11.3 µM]	24.8%	0.1%	6.7%	16.9	-5.5%	i	2.4%
Cc1ccc(S(=O)(=O)/N=C(/Nc2cccc(C(=O)O)c2)c2ccccc2)cc1	-0.2%	3.9%	4.9%	4.3%	-2.5%	16.8	-0.5%	i	-1.0%
COCCNC(=O)c1ccc(CS(=O)(=O)c2ccccc2C)o1	2.0%	1.1%	4.9%	0.7%	-6.1%	-4.5	0.0%	i	-1.1%
COC(=O)C[C@@H]1C[C@@H]2c3cc(NC(=O)Cc4ccncc4)ccc3O[C@@H]2[C@@H](CO)O1	x	10.9%	x	x	-0.3%	11.5	0.5%	i	0.0%
CCOc1ccc(C(=O)N2CCN(Cc3ccccc3)CC2)cc1OCC	3.6%	-4.0%	-21.3%	1.4%	-15.0%	-5.4	7.4%	i	2.5%
Cc1cccc(N2CCN(C(=O)c3cc4c(=O)[nH]c5ccccc5c4n3C)CC2)c1C	0.0%	-21.0%	-10.7%	u	-13.2%	-9.1	-6.3%	i	-0.6%
O=C(CN1CCOCC1)Nc1ccc(Cl)cc1	1.6%	x	10.5%	-3.1%	1.3%	10.6	3.9%	i	0.6%
COCCNC(=O)c1ccccc1NC(=O)c1ccccc1N(C)S(C)(=O)=O	1.5%	-5.6%	16.8%	u	4.0%	3.5	3.6%	i	0.0%
Cc1ccc(-n2nc3c([n+]2[O-])CCc2c-3no[n+]2[O-])cc1	u	u	-28.6%	1.8%	-12.0%	-77.6*	-6.4%	u	2.24µM*
COc1cc(OC)c(C2SCCCS2)cc1OC	0.3%	-4.7%	-5.1%	0.0%	-30.2%	14.9	-1.2%	i	0.3%
CCCCC(=O)Nc1ccc(C(=O)Nc2cccnc2)cc1	5.3%	8.0%	2.6%	0.1%	1.4%	-1.9	-14.4%	i	-0.1%
O=C(NCc1ccncc1)C(=O)NCC1OCCN1S(=O)(=O)c1ccc(Cl)cc1 (stereo unspecified)	6.4%	1.9%	-12.2%	0.2%	-16.3%	0.0	-3.6%	i	0.3%

Next compounds follow:
mol	A549 tox	ATXN2 expr inh	Nrf2 block	MCF10A rerep	HepG2 viability	IL-1B inflam inh	TGFb inhibitor	S2 tox	Nrf2 activator
CC(=O)Nc1ccc(S(=O)(=O)NCCc2ccc3c(c2)OCCO3)cc1	x	x	x	x	15.8%	16.6	-0.2%	i	-0.8%
N#CCCCC1(CCCC#N)OCCO1	-0.3%	-7.9%	0.4%	-1.5%	-5.1%	11.9	-2.4%	i	-0.3%
CC(NCc1cccs1)c1ccccc1 (stereo unspecified)	1.1%	8.0%	1.5%	8.3%	-1.7%	7.6	1.4%	i	0.0%
O=C(O)COc1ccc2occ(C(=O)c3ccccc3)c2c1	1.5%	-2.9%	-8.0%	-2.9%	1.5%	1.0	-6.8%	i	-1.4%
CCC1=C(c2ccc(C)cc2)S(=O)(=O)N=C1N1CCC(C(=O)Nc2ccccc2F)CC1	-7.8%	-17.9%	12.1%	x	-4.0%	x	-23.6%	i	3.5%
N#CCOC(=O)c1cc(S(=O)(=O)N2CCCCC2)ccc1N1CCOCC1	1.3%	4.6%	-5.7%	28.8%	-4.6%	-7.3	3.2%	i	-0.3%
Cc1ccc(S(=O)(=O)Nc2cccc3ncccc23)cc1	2.1%	-17.2%	-28.3%	5.7%	-3.1%	32.0	2.0%	i	-0.8%
O=C(N/N=C/c1ccccc1F)c1csc2c1CCCC2	0.8%	85.0%	u	u	-2.5%	-11.1	1.8%	i	2.6%

In another format: results already given
O=C(O)COc1ccc2occ(C(=O)c3ccccc3)c2c1
  A549 tox: 1.5% | ATXN2 expr inh: -2.9% | Nrf2 block: -8.0% | MCF10A rerep: -2.9% | HepG2 viability: 1.5% | IL-1B inflam inh: 1.0 | TGFb inhibitor: -6.8% | S2 tox: i | Nrf2 activator: -1.4%

CCC1=C(c2ccc(C)cc2)S(=O)(=O)N=C1N1CCC(C(=O)Nc2ccccc2F)CC1
  A549 tox: -7.8% | ATXN2 expr inh: -17.9% | Nrf2 block: 12.1% | MCF10A rerep: x | HepG2 viability: -4.0% | IL-1B inflam inh: x | TGFb inhibitor: -23.6% | S2 tox: i | Nrf2 activator: 3.5%
